PI5P4Ka inh: inhibitors of human PI5P4K alpha. 1.2% of 330,000 active. max response, %. PI5P4Kalpha enzyme, ADP-Glo luminescence, 60 min; stronger effect = lower value; active = max response of -50% or lower; inconclusive = between -30% and -50%; inactive = -30% or higher; note: value at the top dose of about 77 µM; % is set by controls: 0 for no effect and ±100 for the full control effect
Target sequence (P48426 whole entry, looked up): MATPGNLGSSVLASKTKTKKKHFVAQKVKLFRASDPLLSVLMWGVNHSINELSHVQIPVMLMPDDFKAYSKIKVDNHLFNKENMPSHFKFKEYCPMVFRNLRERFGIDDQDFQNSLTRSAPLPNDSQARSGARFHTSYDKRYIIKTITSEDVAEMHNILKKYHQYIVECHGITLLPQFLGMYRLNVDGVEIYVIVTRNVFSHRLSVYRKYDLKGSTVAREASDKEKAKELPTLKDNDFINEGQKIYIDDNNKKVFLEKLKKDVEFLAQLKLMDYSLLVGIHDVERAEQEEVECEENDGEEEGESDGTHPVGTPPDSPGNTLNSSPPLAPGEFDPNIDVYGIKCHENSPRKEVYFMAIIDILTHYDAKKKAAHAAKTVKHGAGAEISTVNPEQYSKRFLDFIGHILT
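Luminescence from ADP-Glo served as readout of PI5P4Kalpha activity in a qHTS format. Reaction: enzyme, substrate, compound, ATP at 5 microM final, 60 min at RT.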
EPAC1 antag: antagonists of human EPAC1; Potency, µM (titrated, usually from 115 µM), without a hit: at the highest dose activity change, negative = inhibition, usual class: inhibitors; 0.14% of 360,000 active; O95398; EPAC1 GEF assay, Rap1b-BODIPY-GDP exchange fluorescence;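 note: potency is the fitted concentration of half-maximal effect; plate controls were vehicle for no effect and positive control for full effect; nearly all actives have a fitted effect of over 50% in size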
PLK1 PBD inh: PLK1 (human) polo-box domain binding inhibition; 2.8% of 360,000 active; AID 720504; Potency, µM, for inactives: max response, negative = inhibition, usual class: inhibitors; P53350; Plk1 PBD binding of FITC phosphopeptide, fluorescence polarization; note: potency is the fitted concentration of half-maximal effect; series mostly up to about 57 µM; % is set by controls: 0 for no effect and ±100 for the full control effect; nearly all actives have a fitted effect of over 65% in size
GLP-1R agonist: GLP-1 receptor (human) agonism; Potency, µM (highest dose often 45.6 µM), for the others: at the top dose activation, usual class: activators; AID 624172; 0.007% of 380,000 active; HEK293 GLP-1R CRE-luciferase, luminescence, 4-6 h; cells express a hypersensitive GLP-1R form; note: potency is the fitted concentration of half-maximal effect; % of control where 0% means no effect
EPAC1 agonist: activates human EPAC1 exchange factor; O95398; EPAC1 agonist qHTS, biochemical assay; response scale: 100% = response to 6.5 mM cAMP; Potency, µM (highest dose often 154 µM), without a hit: at the top dose activation, usual class: activators; 0.073% of 360,000 active; note: potency is the fitted concentration of half-maximal effect; nearly all actives have a fitted effect of over 60% in size
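Nucleotide exchange assay: 100 nM EPAC1 with 250 nM Rap1B loaded with BODIPY-GDP and 50 uM GDP, room temperature. Fluorescence (480/540 nm) read every 5 min for 30 min; signal change normalized to 6.5 mM cAMP as full agonist.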
IL2 activator: IL-2 activation; 0.065% of 360,000 active; activation, % (series mostly up to about 46 µM); IL-2 activation reporter assay, cell-based qHTS; stimulated with anti-CD3/CD4/CD28 beads; in transgenic mouse T cells; AID 652025; in the data active = activation above about 50%; inconclusive = mostly about 30% to 49%; note: 0% is about no effect
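Using fluorescent plate cytometry, EGFP and DsRed are detected in transgenic mouse T cells stimulated 18 h at 37 degrees C with antibody-coated beads after 60 min compound pretreatment.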
PTHR1 agonist: PTHR1 (human) receptor agonism. Q03431. HEK293 GP2 PTHR1 cells, GloSensor cAMP luminescence, 1 h. Potency, µM (series often up to 115 µM), for inactives: at the top dose activation, hits mostly activators. 0.075% of 410,000 active; note: potency is the fitted concentration of half-maximal effect; nearly all actives have a fitted effect of over 55% in size; some results filed as inactive show a strong effect at the top dose; inactives centre near -15; many of its hits are not listed in these tables
Target sequence (Q03431 whole entry, looked up): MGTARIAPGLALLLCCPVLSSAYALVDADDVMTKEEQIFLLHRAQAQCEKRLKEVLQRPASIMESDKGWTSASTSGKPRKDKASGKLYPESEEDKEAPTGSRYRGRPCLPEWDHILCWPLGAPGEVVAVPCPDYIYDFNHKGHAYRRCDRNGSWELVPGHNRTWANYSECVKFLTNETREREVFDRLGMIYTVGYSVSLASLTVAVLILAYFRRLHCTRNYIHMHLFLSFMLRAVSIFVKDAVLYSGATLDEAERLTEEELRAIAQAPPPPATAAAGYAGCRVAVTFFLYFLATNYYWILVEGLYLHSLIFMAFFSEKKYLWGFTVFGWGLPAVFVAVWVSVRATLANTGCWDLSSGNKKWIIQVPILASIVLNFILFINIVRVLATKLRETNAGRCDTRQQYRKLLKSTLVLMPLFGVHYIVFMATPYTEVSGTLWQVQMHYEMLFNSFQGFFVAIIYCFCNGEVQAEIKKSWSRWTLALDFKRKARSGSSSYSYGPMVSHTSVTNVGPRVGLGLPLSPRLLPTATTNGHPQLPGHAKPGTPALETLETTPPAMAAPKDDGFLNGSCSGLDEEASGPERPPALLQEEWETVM
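HEK-293-derived GP2 cells expressing PTHR1 and a GloSensor cAMP reporter, 3,000/well, plated overnight, given luciferin plus IBMX (each 0.5 mM as added) for 1 h at 37 °C, then compound for 1 h at 37 °C. Luminescence was read after 15 min at room temperature.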
GLP-1R inv ag: inverse agonists of human GLP-1 receptor; HEK293 GLP-1R CRE-luciferase, luminescence, 24 h; GLP-1R form is constitutively active; Potency, µM (doses to about 38.3 µM), inactives show top-dose activity change, negative = inhibition, actives largely listed as inhibitors; 1.6% of 410,000 active; AID 624417; note: potency is the fitted concentration of half-maximal effect; % is set by controls: 0 for no effect and ±100 for the full control effect; nearly all actives have a fitted effect of over 55% in size
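HEK293 cells stably co-expressing constitutively active GLP-1R and a cAMP-responsive luciferase reporter were seeded in DMEM with 10% Nu serum, given compounds after 12 h, and incubated 24 h at 37 deg C. Luminescence was then read.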
HEK293 tox: cytotoxicity in counter-screen for GLP-1R inverse agonists. HEK293 cAMP-luciferase reporter cells, luminescence, 24 h. Potency, µM (series often up to 38.3 µM), for the others: at the highest dose activity change, negative = inhibition, usual class: inhibitors. 0.13% of 410,000 active;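 note: loss of luciferase light is scored as toxicity; potency is the fitted concentration of half-maximal effect; % is set by controls: 0 for no effect and ±100 for the full control effect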
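To flag toxic compounds, the library was rerun on cells for 24 hr at 37 deg C and 5% CO2. Viability-linked luminescence was captured 12 min after adding luciferase detection reagent.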
Starred values were filed as active, the others as inactive; i = inactive; u = inconclusive; x = no result given; & = joins results of further samples; [ ] = another dose, or the depositor's remark. Unless noted, calls come from the whole dose curve; as a rule, active = well fitted curve in the direction sought with a large enough effect; inconclusive = small, poorly fitted or top-dose-only effect, or another doubt; inactive = no such curve, though single readings can be large; an effect the other way counts as inactive or inconclusive.

SMILES	PI5P4Ka inh	EPAC1 antag	PLK1 PBD inh	GLP-1R agonist	EPAC1 agonist	IL2 activator	PTHR1 agonist	GLP-1R inv ag	HEK293 tox
CC(=O)Nc1ccc(C(=O)N/C(=C\c2ccccc2)C(=O)Nc2cccc(C(=O)O)c2)cc1	3	-28%	-10%	3%	3%	-2.1	i	-10%	-4%
CCC(C)NC(=O)CSc1nc2c(sc3ccccc32)c(=O)n1CCCN1CCOCC1 (stereo not drawn)	0	11%	-4%	6%	5%	-2.3	i	-11%	-6%
COc1ccc(N(CC(=O)Nc2ccc3c(c2)OCO3)S(=O)(=O)c2ccccc2)cc1OC	-3	-3%	2%	20%	-2%	-1.1	i	-3%	-23%
COc1ccccc1NC(=O)c1ccc(N2CC3CC(C2)c2cccc(=O)n2C3)c(NC(=O)c2ccncc2)c1 (stereo not drawn)	1	-4%	-9%	13%	3%	3.2	i	6%	-13%
CCN(CC)CCC(=O)N1c2ccccc2Sc2ccc(NC(=O)OC)cc21	-2	-3%	-1%	-5%	0%	1.0	-16%	3%	-8%
COc1cccc(NC(=O)CN(C)S(=O)(=O)/C=C/c2ccccc2)c1	11	-16%	-3%	10%	3%	1.8	-26%	u	-8%
CCCNC(=O)NS(=O)(=O)c1ccc(Cl)cc1	-3	-2%	2%	-7%&-4%	0%	0.1	-26%	-8%	0%
COc1ccc(NC(=O)CN2C(=O)NC3(CCCC3)C2=O)cc1S(=O)(=O)N1CCCCC1	9	9%	-1%	22%	15%	0.9	-23%	8%	-2%
Cc1cccc(CN2CCN(C3CN(Cc4ccccc4)S(=O)(=O)C3)CC2)c1 (stereo not drawn)	-2	12%	2%	5%	-4%	-0.1	0%	-17%	3%
CS(=O)(=O)N1CCN(C2Cc3ccccc3C2)CC1	x	2%	-6%	-4%	11%	-0.9	i	-2%	16%
CCOC(=O)C1CCCN(c2nc3ccccc3nc2C(C#N)C(=O)OC(C)C)C1 (stereo not drawn)	10	89µM*	0%	5%	-54%[inhibitor]	24	-22%	13%	101%[activator]
O=C(CN1CCC(n2nnc3cc(F)ccc32)CC1)NNC(=O)c1ccccc1	x	-1%	-9%	-4%	4%	2.8	-6%[57.5 µM]	7%	-8%
CCCOc1ccccc1N/C(=N\S(=O)(=O)c1ccc(C)cc1)Nc1nc(C)cc(C)n1	-1	-4%	-7%	-8%	5%	0.1	-5%[57.5 µM]	13%	4%
O=C(CCCN1C(=O)c2ccccc2C1=O)NC1CCCCCC1	-9	-10%	-3%	-10%	-6%	-1.0	-2%	-2%	7%
CC(C)C1Cc2[nH]c(=S)[nH]c(=O)c2C(c2ccc(Cl)cc2)O1 (stereo not drawn)	-1	-3%	-2%	8%	2%	-0.8	i	u	2%
CCc1ccc([C@H]2[C@@H]3C(=O)C[C@@H]4C(=O)N(CC)C(=O)[C@@H]4[C@@H]3CN2S(=O)(=O)c2ccc(C)cc2)cc1	8	-3%	-2%	-5%	-1%	-0.3	-26%	6%	2%
Cc1cnc(C(=O)N2CCN(c3ccc(C(F)(F)F)cn3)CC2)cn1	-3	10%	3%	1%	-2%	-4.6	-37%	-4%	1%
CCOC(=O)C(NC(C)=O)(Nc1ccc(S(=O)(=O)Nc2nccs2)cc1)C(F)(F)F (stereo not drawn)	8	-19%	-25%	5%	3%	0.3	9%[57.5 µM]	31%[activator]	65%[activator]
COc1cc(OC)cc(C(=O)NCCNc2nc3cc(C)cc(C)c3cc2C#N)c1	2	8%	2%	21%	-11%	-3.4	i	14%	37%[activator]
CCc1c(C)nc2cc(-c3ccc(Cl)cc3)[nH]n2c1=O	-5	3%	-7%	-2%	-6%	0.1	i	-7%	2%
Fc1ccccc1Cc1noc(CN2CCCC(CN3CCOCC3)C2)n1 (stereo not drawn)	3	-17%	-5%	0%	-4%	-2.4	-2%	7%	-14%
COc1ccc([C@H]2[C@H]3C=CC[C@@H](C)[C@@H]3C(=O)N2Cc2ccccc2)cc1Cl	2	-23%	-19%	11%	10%	-0.3	i	u	u
COC(=O)CCN(C(=O)c1ccc(C)c([N+](=O)[O-])c1)c1ccccn1	-3	11%	-9%	6%	-1%	-2.1	-2%	4%	-13%
O=C(CSc1nnc2ccccn12)NNC(=O)c1ccc(Br)cc1	-2	-8%	-13%	23%	4%	0.7	u	-15%	8%
Cc1cc(C)n2nc(C(=O)Nc3ccc4c(c3)CCC4)nc2n1	1	1%	0%	4%	-6%	-0.6	i	31%[activator]	0%

Gathered by group: the compounds so far containing two or more sulfur atoms (two)
SMILES	PI5P4Ka inh	EPAC1 antag	PLK1 PBD inh	GLP-1R agonist	EPAC1 agonist	IL2 activator	PTHR1 agonist	GLP-1R inv ag	HEK293 tox
CCC(C)NC(=O)CSc1nc2c(sc3ccccc32)c(=O)n1CCCN1CCOCC1 (stereo not drawn)	0	11%	-4%	6%	5%	-2.3	i	-11%	-6%
CCOC(=O)C(NC(C)=O)(Nc1ccc(S(=O)(=O)Nc2nccs2)cc1)C(F)(F)F (stereo not drawn)	8	-19%	-25%	5%	3%	0.3	9%[57.5 µM]	31%[activator]	65%[activator]

(cont.)
SMILES	PI5P4Ka inh	EPAC1 antag	PLK1 PBD inh	GLP-1R agonist	EPAC1 agonist	IL2 activator	PTHR1 agonist	GLP-1R inv ag	HEK293 tox
CSc1nnc(C)c(=O)n1COC(=O)COc1ccccc1C	-3	2%	-7%	-11%	10%	-2.9	-2%	14%	11%
Cc1cccc(NC(=O)CN2C(=O)COc3ccc(Cl)cc32)c1C	-8	-5%	-6%	-3%	-5%	-0.2	-8%	8%	-2%
Clc1ccccc1N1CCN(Cc2ccco2)CC1	-1	-25%	-7%	13%	-1%	0.2	i	-12%	2%
CC1CCC(NC(=O)c2cc(S(=O)(=O)N3CCCCC3)ccc2N2CCOCC2)CC1 (stereo not drawn)	4	7%	3%	2%	-9%	-2.6	i	4%	-19%
c1ccc(-n2ncc3c(NCCCN4CCOCC4)ncnc32)cc1	-2	2%	3%	6%	-8%	0.0	-23%	-2%	0%
O=C(Cn1cnc2ccccc21)N/N=C/c1cccc([N+](=O)[O-])c1	8	-10%	-5%	5%	5%	4.8	i	-9%	4%
O=C(O)c1ccc2c(=O)n3c(nc2c1)/C(=C/c1ccc(Cl)c([N+](=O)[O-])c1)CC3	-16	0%	-19%	-1%	3%	2.2	8%	5%	7%
CN(C)CCCNc1oc(/C=C/c2ccccc2)nc1C#N	-4	-15%	0%	-1%	7%	-0.3	i	-3%	-1%
Cc1cc[n+](CC(=O)c2ccc3c(c2)OCCO3)cc1	-7	8%	-16%	4%	2%	-1.6	-1%	18%	0%
CO/N=C/C=C1/N(C)c2ccccc2C1(C)C	14	-9%	-12%	-1%	-1%	-1.9	i	-9%	-3%
Cc1cc(NC(=O)COc2ccc(F)c(Cl)c2)no1	3	4%	-17%	-1%	-4%	-4.1	10%	1%	1%
O=C(Cn1c(=O)cnc2ccccc21)NC1CCC(O)CC1 (stereo not drawn)	-5	-2%	1%	7%	10%	2.0	i	7%	2%
COc1cccc(CN(C)C(=O)CNC(=O)c2sc3ccccc3c2Cl)c1OC	2	-28%	2%	8%	18%	-3.9	-52%[inhibitor]	u	8%
COCCn1c(SCC(=O)Nc2ccccc2C(F)(F)F)nc2ccccc2c1=O	-3	-11%	-8%	20%	-6%	-1.8	i	14%	-5%
CC(=O)Nc1cc(C(=O)N2CCOCC2)ccc1S(=O)(=O)c1ccc(C)cc1	2	7%	-9%	-15%	-2%	-0.3	i	14%	-3%
CCN(C(=O)COC(=O)c1c(C)c(-c2ccccc2)nc2ccccc12)C1CCS(=O)(=O)C1 (stereo not drawn)	-1	-19%	2%	6%	3%	-1.7	-10%	0%	24%
Nn1c(Cc2ccccc2F)nnc1SCn1nnc2ccccc2c1=O	0	7%	u	-6%	-2%	5.8	-8%[57.5 µM]	15%	11%
CCOc1ccc(NC(=O)CN2C(=O)COc3ccccc32)cc1	-4	-3%	9%	-2%	4%	0.5	i	-1%	-18%
COc1ccc(CC(=O)n2[nH]c(=O)ccc2=O)cc1OC	u	6%	6.7µM*	3%	4%	-1.1	i	20%	11%
CC(=O)/C(=N\Nc1ccc(Cl)cc1Cl)Sc1nnc(-c2ccccc2)n1-c1ccccc1	-5	-5%	-9%	-3%	-9%	1.3	i	-16%	-2%
Cc1ccccc1CSCc1nc(N)nc(Nc2ccccc2C)n1	1	-10%	-5%	24%	-10%	5.4	-22%	u	14%
O=C(Nc1ccon1)c1cc2c(s1)CCCC2	x	5%	-11%	-5%	5%	2.7	-37%[inhibitor]	0%	1%
CN=C(Nc1ccccc1OC)SC1CC(=O)N(c2ccc(C(=O)OC)cc2)C1=O (stereo not drawn)	3	4%	-9%	18%	0%	-2.6	-17%	-3%	0%
O=C(C1CCN(c2nnc(-n3cccc3)s2)CC1)N1CCN(Cc2ccc3c(c2)OCO3)CC1	-4	-2%	-9%	-5%	3%	-3.8	i	-26%	10%
COc1ccc2c(C)cc(SCc3c(C)noc3C)nc2c1	x	5%	2%	21%	16%	-2.1	i	-3%	-1%

Following part
SMILES	PI5P4Ka inh	EPAC1 antag	PLK1 PBD inh	GLP-1R agonist	EPAC1 agonist	IL2 activator	PTHR1 agonist	GLP-1R inv ag	HEK293 tox
Cn1c(=O)c2c(ncn2CC(=O)Nc2cccc(S(=O)(=O)Nc3ccccc3F)c2)n(C)c1=O	-24	4%	30µM*	2%	-2%	-1.9	i	-2%	-2%
Cc1cc(=O)oc2c3c(cc(OCC(=O)N4CCC[C@H]4C(=O)O)c12)OC(C)(C)CC3	1	-19%	3%	-1%	-9%	0.1	-19%	2%	2%
Cc1occc1C(=O)N1CCC2(CCCN(Cc3ccc(F)c(F)c3)C2)C1 (stereo not drawn)	-5	-5%	-13%	1%	6%	0.7	-11%	u	14%
S=c1sc2c(N3CCOCC3)ncnc2n1-c1ccccc1	2	-19%	u	-2%	5%	-3.1	-43%[inhibitor]	11%	1%
Cc1cc(S(=O)(=O)Nc2ccc(C(=O)NC3CC3)cc2)ccc1F	0	5%	-3%	3%	13%	-1.6	i	11%	-16%
CN(C)c1ccc(C2N(C)C(=O)c3ccccc3N2C)cc1 (stereo not drawn)	-7	12%	-5%	-2%	2%	-0.8	-22%	-3%	3%
Cc1cccc(NC(=O)c2ccc(S(=O)(=O)N3CCCC3)cc2)c1C	-4	36%	-5%	5%	8%	-0.2	-3%	u	2%

Screening results: PubChem, National Center for Advancing Translational Sciences (NCATS)

An excerpt; rates above refer to the full screens.
